Compound activity from PubChem BioAssay.
ATG4B inh – ATG4B protease inhibitors, primary screen, biochemical, fluorescence, uHTS. Cysteine protease ATG4B (Homo sapiens), Q9Y4P1. ATG4B cleavage of LC3-PLA2, NBD-HPC fluorescence, 1 h. inhibition, % at 8.33 µM. 340,000 tested, 0.51% active. AID 504462, 2011; in the data active = inhibition above about 40%
Target sequence (Q9Y4P1 whole entry, looked up): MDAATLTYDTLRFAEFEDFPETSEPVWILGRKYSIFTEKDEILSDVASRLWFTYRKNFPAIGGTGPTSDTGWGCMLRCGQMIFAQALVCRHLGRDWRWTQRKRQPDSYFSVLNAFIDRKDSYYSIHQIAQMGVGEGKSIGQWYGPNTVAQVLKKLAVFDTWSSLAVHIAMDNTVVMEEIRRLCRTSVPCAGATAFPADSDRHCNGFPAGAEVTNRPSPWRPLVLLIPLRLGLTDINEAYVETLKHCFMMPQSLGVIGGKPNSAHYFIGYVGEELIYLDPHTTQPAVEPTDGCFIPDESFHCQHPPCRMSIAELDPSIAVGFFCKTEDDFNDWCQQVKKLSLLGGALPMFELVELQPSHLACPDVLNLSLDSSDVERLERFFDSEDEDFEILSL
GRIN3A LBD mod – binders of NR3A ligand-binding domain, primary screen, biophysical, differential scanning fluorimetry, uHTS | 340,000 tested, 2.5% active | Tm shift relative to glycine control, % at 25 µM | AID 1259313, 2017 | NR3A LBD differential scanning fluorimetry, Tm shift; 0% = protein alone, 100% = glycine-bound protein | Glutamate receptor ionotropic, NMDA 3A (GRIN3A) ligand-binding domain;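 active = melting temperature shift of at least 10% of the positive control shift, at one fixed dose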
SENP8 inh – human SENP8 protease inhibitors, primary screen, biochemical, fluorescence, Nedd8 protein substrate, uHTS. recombinant SENP8. inhibition, % at 20 µM. 360,000 tested, 0.64% active. AID 602440, 2012; in the data active = inhibition mostly above about 40%, no sharp cut-off; inactive = mostly below about 27%
hIAP activ – human IAP activators, primary screen, biochemical, luminescence, uHTS. Intestinal-type alkaline phosphatase (Homo sapiens), P09923. 330,000 tested, 0.16% active. AID 2524, 2010. purified human IAP, CDP-Star luminescence, 30 min; hits give high values; 1 = vehicle-only enzyme, 0 = enzyme-free background. activation factor at 10 µM;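 active = activation factor of the enzyme at least 2-fold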; note: the source names both 10 and 20 µM as test concentration; values of inactives mirror those of a sister screen read the other way
SENP1 FRET inh – human SENP1 catalytic domain inhibitors, primary screen, biochemical, FRET, uHTS; Sentrin-specific protease 1 (Homo sapiens), Q9P0U3; recombinant SENP1 catalytic domain, CyPet-SUMO1-YPet FRET cleavage; inhibition, % at 10 µM; 360,000 tested, 0.21% active; AID 624204, 2012;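 active = inhibition at least 30% at 10 µM, raw YFP signal under a set limit, fluorescence ratio 0.5 to 1.5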;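 note: 0% = enzyme with DMSO and 100% = no enzyme wells; some results filed as inactive read as strong as hits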
Target sequence (Q9P0U3 419-644 limits assumed): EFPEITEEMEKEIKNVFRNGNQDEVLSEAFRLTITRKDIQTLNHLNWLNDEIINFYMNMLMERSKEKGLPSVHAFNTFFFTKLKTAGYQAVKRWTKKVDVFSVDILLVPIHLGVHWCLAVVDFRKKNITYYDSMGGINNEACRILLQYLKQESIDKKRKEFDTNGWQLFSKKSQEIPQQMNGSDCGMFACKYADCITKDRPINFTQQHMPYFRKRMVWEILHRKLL
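Compound: 10 µM single point, 0.5% DMSO; Test system: hSENP1 catalytic domain, recombinant; Timing: 50 min reaction at room temperature; Technique: FRET, CFP and YFP emission; Control set: no-enzyme wells low, DMSO-plus-enzyme wells high control.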
PfG6PD inh – PfG6PD enzyme inhibitors, primary screen, biochemical, fluorescence intensity, uHTS; PfGluPho enzyme, NADPH resazurin-diaphorase fluorescence; inhibition, % at 20 µM; 350,000 tested, 0.78% active;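 active = inhibition reaching at least a set limit at 20 µM in the primary screen, cut at about 59% in these data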;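 note: 0% = DMSO wells with substrate and 100% = DMSO wells lacking glucose-6-phosphate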
MPTP block – mitochondrial permeability transition pore inhibitors, primary screen, biochemical, isolated mouse mitochondria, absorbance. Ca2+ swelling absorbance, 30 min. inhibition, % at 10 µM. 360,000 tested, 1.4% active;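 active = inhibition of 50% or more, scaled per plate between neutral and stimulator controls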;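 note: 0% = DMSO wells given calcium and 100% = 1 mM EGTA wells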
SENP6 inh – SENP6 protease inhibitors, primary screen, biochemical, luminescence, uHTS | Recombinant SENP6 catalytic domain, aminoluciferin luminescence | inhibition, % at 10 µM | 330,000 tested, 1.8% active | AID 2599, 2010;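 active = inhibition above about 50% at the single tested dose, limit read from the data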;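 note: plate controls were DMSO wells with enzyme for no effect and DMSO wells lacking enzyme for full effect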
Target sequence (Q9GZR1 628-1112 limits assumed): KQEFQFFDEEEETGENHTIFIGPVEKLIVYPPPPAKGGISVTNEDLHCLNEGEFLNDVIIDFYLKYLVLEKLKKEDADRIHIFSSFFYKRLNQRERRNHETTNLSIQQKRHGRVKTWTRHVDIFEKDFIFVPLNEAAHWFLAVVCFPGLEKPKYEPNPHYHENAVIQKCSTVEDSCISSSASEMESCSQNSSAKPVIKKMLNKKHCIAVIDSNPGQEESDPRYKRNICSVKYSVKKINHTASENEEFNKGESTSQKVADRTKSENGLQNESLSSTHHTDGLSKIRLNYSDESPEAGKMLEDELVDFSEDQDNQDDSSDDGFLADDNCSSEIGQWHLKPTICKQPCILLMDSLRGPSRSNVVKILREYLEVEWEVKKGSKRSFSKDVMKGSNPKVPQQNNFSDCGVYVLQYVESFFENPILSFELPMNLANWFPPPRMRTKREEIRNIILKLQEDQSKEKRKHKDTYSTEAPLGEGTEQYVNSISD
Starred values were filed as active, the others as inactive; . = not tested or not shown. Compounds were not picked by outcome. About 6.7% of those tested had a hit in this group.

SMILES	ATG4B inh	GRIN3A LBD mod	SENP8 inh	hIAP activ	SENP1 FRET inh	PfG6PD inh	MPTP block	SENP6 inh
CCN(c1ccc(NC(=O)COC(=O)c2ccc(C)s2)cc1)C(C)C	-22	-1	22	0.99	1	14	-2.1	-1
CC(C)NC(=O)c1sc2nc(-c3cccs3)cc(-c3cccs3)c2c1N	-4	-5	.	1	.	-24	.	4
O=C(NCc1cccc(Cl)c1)NCc1cccc(Cl)c1	73*	0	14	1.1	2	-7	1.9	-11
O=C(CN1CCN(c2ncccn2)CC1)N(Cc1ccccc1)c1ccc(F)cc1	-6	-1	16	0.99	1	-24	-0.4	2
CCOC(=O)c1c(NC(=O)C2=C(C)NC(=S)NC2c2ccc(F)cc2)sc(C)c1C (stereo not given)	-2	-3	-313	0.99	-59	41	-1.9	1
COc1ccc2c(c1)CCC1=C2NC(=S)NC1c1ccc(N(C)C)cc1 (stereo not given)	13	1	-180	0.87	-11	13	-2.8	16
CCCCN(C(=O)C1CCC1)c1c(N)n(Cc2ccccc2)c(=O)[nH]c1=O	6	2	-1	1	0	-11	-0.1	9
Cc1c(NC(=O)/C(C#N)=C/c2ccc(-c3cc(Cl)ccc3Cl)o2)c(=O)n(-c2ccccc2)n1C	-11	-9	-25	0.81	-4	3	-0.6	-1
CCn1c(SC(=O)NC2CCCCC2)nnc1-c1cccs1	13	5	-177	1.1	2	16	6.5	0
CC(=O)Nc1ccc(C(=O)Nc2ccc3c(c2)OCCO3)cc1	-6	-4	11	0.92	0	17	0.0	5
CC1CCN(CC(=O)Nc2ccc(S(=O)(=O)N3C(C)CCCC3C)cc2)CC1 (stereo not given)	-8	2	5	1.4	1	28	0.2	-29
Cc1cc(=O)oc2cc(OCC(=O)N/N=C/c3ccccc3O)ccc12	3	-18	-72	1.7	-1	-19	0.7	-22
C=CC[C@@H](CC(=O)N[C@@H](CO)Cc1ccccc1)C(=O)NC[C@@H](OC(=O)[C@@H](CC=C)Cc1ccc(F)cc1)c1ccccc1	-11	-3	-2	1	0	-25	0.3	14
CCOC(=O)Cn1c(=O)oc2cc(S(=O)(=O)NCc3ccccn3)ccc21	-1	0	9	1.1	8	0	-1.6	-18
O=[N+]([O-])c1ccc(N2CCN(S(=O)(=O)c3ccccc3)CC2)cc1NCCN1CCOCC1	-22	-1	35	0.87	4	22	-0.5	-6
CC1=CC(=C2C(=O)c3ccccc3C2=O)C=C(C)O1	-9	-5	11	0.87	-8	0	1.2	19
Cc1cc(NC(=O)CCCN2C(=O)c3cccnc3C2=O)no1	10	5	15	0.93	3	-7	0.2	-6
CC(OC(=O)CN1C(=O)c2ccccc2C1=O)C(=O)NC1CCCCC1 (stereo not given)	-1	-2	1	0.87	7	-21	0.5	-1
Cc1cc(C)nc(N/N=C/c2cccc(Cl)c2)n1	-5	-1	11	0.98	-1	17	-1.2	-3
CC(=O)c1c(COC(=O)c2ccncc2)nc2ccccc2[n+]1[O-]	4	-1	20	1.1	2	-13	-0.1	-2
O=C(OCc1ccc2c(c1)OCO2)c1cccc(S(=O)(=O)N2CCCCC2)c1	2	2	8	1.1	1	-13	3.4	-18
O=C(Nc1ccc(Cl)c(Cl)c1)OCc1cnc(Cl)s1	3	12*	18	1	5	-9	8.9	-1
CC1CC(C)CN(S(=O)(=O)c2cc(C(=O)O)c(Cl)s2)C1 (stereo not given)	2	2	11	0.98	4	-22	0.9	-12
COc1ccc(S(=O)(=O)N2CCCCCC2)cc1C(=O)N(C)CCOc1ccccc1	-5	0	12	1.2	-1	-18	0.5	-5
Cc1ccc(N2C(=O)c3ccccc3C2Nc2ccc(S(=O)(=O)N3CCCCC3)cc2)nc1 (stereo not given)	-3	-4	-1	1.1	-2	32	-0.2	0

Reprinted from the entries so far, three compounds:
SMILES	ATG4B inh	GRIN3A LBD mod	SENP8 inh	hIAP activ	SENP1 FRET inh	PfG6PD inh	MPTP block	SENP6 inh
COc1ccc2c(c1)CCC1=C2NC(=S)NC1c1ccc(N(C)C)cc1 (stereo not given)	13	1	-180	0.87	-11	13	-2.8	16
CCCCN(C(=O)C1CCC1)c1c(N)n(Cc2ccccc2)c(=O)[nH]c1=O	6	2	-1	1	0	-11	-0.1	9
Cc1c(NC(=O)/C(C#N)=C/c2ccc(-c3cc(Cl)ccc3Cl)o2)c(=O)n(-c2ccccc2)n1C	-11	-9	-25	0.81	-4	3	-0.6	-1

Carrying on:
SMILES	ATG4B inh	GRIN3A LBD mod	SENP8 inh	hIAP activ	SENP1 FRET inh	PfG6PD inh	MPTP block	SENP6 inh
CC(=O)C1=C(O)C(=O)N(Cc2ccco2)C1c1ccccc1F (stereo not given)	-1	-1	4	0.92	0	21	-0.8	-7
C=CCSc1cc(C)nc2c(-c3ccccc3)cnn12	-9	0	-33	1.3	0	25	1.0	40
COc1ccccc1NC(=O)CCCC(=O)OC(C)C(=O)c1ccccc1 (stereo not given)	7	0	16	0.89	3	-13	-2.5	-2
Cc1[nH]n(C(N)=S)c(=O)c1N=Nc1ccc(S(=O)(=O)N2CCCC2)cc1	5	-5	22	1.1	5	-6	0.3	41
COc1ccc([N+](=O)[O-])cc1NC(=O)COC(=O)C=C(C)C	-9	-2	9	1.2	1	4	1.2	20
O=C(Nc1ccc2c(c1)[C@@H]1C[C@@H](CC(=O)N3CCOCC3)O[C@@H](CO)[C@@H]1O2)NC1CCCC1	.	.	6	.	1	-13	0.3	.
COc1cccc(CNc2ccc(Br)cn2)c1O	-4	1	19	1	1	22	0.3	32
Cc1ccc(C(=O)N2CCN(c3ccccc3)CC2)cc1S(=O)(=O)N1CCCC1	-13	-1	23	1.1	0	-8	0.9	11
N#CC1(Nc2ccc([N+](=O)[O-])cc2)CCCC1	15	2	34	.	2	11	-3.4	.
COc1cccc(COC(=O)c2cc(=O)[nH]c3ccc(S(=O)(=O)N4CCOCC4)cc23)c1OC	-6	1	-111	1.1	1	-8	-0.2	2
CCOc1cc(C2C(C#N)=C(N)OC(C)=C2C(C)=O)c(Br)c(Br)c1OC(C)C (stereo not given)	0	-3	8	1.1	-11	1	7.9	-26
Cc1ccc(NC(=O)CC2CS(=O)(=O)CC2CC(=O)Nc2ccc(C)c(C)c2)cc1C (stereo not given)	-14	-8	13	1.2	-1	19	-0.3	15
O=C1CC(=O)Nc2cc(S(=O)(=O)NCc3cccs3)ccc2N1	8	-3	12	0.88	1	-8	-0.7	-3
O=C(/C=C/c1ccccc1)N/C(=C/c1ccccc1)C(=O)NCCO	-11	1	-4	1	26	-6	0.6	-9
CCN(CC)c1ccc(C(=O)Nn2c(C)nc3ccccc3c2=O)cc1	-6	1	-1	1	-4	-1	1.6	-4
CCOC(=O)C1CCCN(Cc2ccc(O)c(OC)c2)C1 (stereo not given)	-10	4	25	1	2	22	0.5	-5
Cc1cc(OC(=O)c2cc(Cl)nc3ccccc23)ccc1Cl	15	2	4	1.1	2	-4	-0.2	-4
O=C(c1sc2cc(F)ccc2c1Cl)N1CCN(c2cccc(Cl)c2)CC1	-10	-3	12	0.9	3	9	2.3	7
COc1cccc(CN2CCN(Cc3cccc4nonc34)CC2CCO)c1 (stereo not given)	-6	2	9	0.93	0	0	0.9	4
O=C(Nc1ccc(F)cc1)c1cccc(N2C(=O)c3ccccc3C2=O)c1	-8	-22	8	1.1	-1	3	-0.3	-10
NS(=O)(=O)OCC(Cc1ccccc1)N1C(=O)c2ccccc2C1=O (stereo not given)	-11	-2	20	1.1	1	11	0.5	-18
COc1ccc(COC(=O)c2ccc(Cl)c(S(=O)(=O)N3CC(C)OC(C)C3)c2)cc1 (stereo not given)	-8	1	12	0.96	1	13	0.9	-12
Cn1cccc1/C=N\NC(=O)c1cncc(Br)c1	-2	1	9	1.3	2	12	1.4	-23
CC12CC3CC(C)(C1)CC(Nc1nc(N4CCOCC4)nc4ccccc14)(C3)C2	-5	3	-445	0.96	0	23	23	-16
CCn1c(-c2ccccc2Cl)nn(CC(=O)Nc2ccccc2OC)c1=S	-3	0	8	1.1	1	9	-0.7	3

The results go on:
SMILES	ATG4B inh	GRIN3A LBD mod	SENP8 inh	hIAP activ	SENP1 FRET inh	PfG6PD inh	MPTP block	SENP6 inh
CCCCn1c(N)c(N(CCOC)C(=O)c2cc(Cl)nc3ccccc23)c(=O)[nH]c1=O	-5	0	-89	1.2	-21	19	-1.4	-12
CCCCCCCC1CC(=O)C=C(C)C1C(=O)OCC (stereo not given)	8	1	12	0.98	4	9	3.0	-10
O=C1/C(=C/c2ccco2)CCC1C1CCCC1 (stereo not given)	0	-1	31	0.9	-2	-1	2.4	92*
CC(C)[C@H](NC(=O)C1CCN(S(=O)(=O)c2ccccc2)CC1)C(=O)NCc1ccc(F)cc1	-1	-2	1	1.3	3	-1	-0.9	-7
O=C(NC1CCSC1=O)c1ccc(Oc2ccc(F)cc2)nc1 (stereo not given)	-4	0	-1	1.1	0	13	-3.0	-10
COc1ccc(/C=C(/NC(=O)c2ccccc2)C(=O)N/N=C/c2ccc3c(c2)OCO3)cc1OC	-8	-5	-217	.	-37	-8	1.5	.
Cc1cc(C)nc(NC=C2C(=O)OC(C)(C)OC2=O)n1	-7	2	7	0.93	-2	5	2.6	-3
Cc1cc(NC(=O)CN2C(=O)NC(C)(c3ccc(Cl)cc3)C2=O)no1 (stereo not given)	-11	-2	8	0.98	1	-12	-1.2	-20
Cc1c(Cl)cccc1N1C(=O)C(N2C(=O)c3cccc([N+](=O)[O-])c3C2=O)C1c1cccs1 (stereo not given)	-17	-5	17	0.99	-3	-9	-0.2	6
Cc1ccc(N(C)S(=O)(=O)c2nnc(NC(=O)c3ccco3)s2)cc1	5	-4	-132	1.1	-2	-37	0.5	5
Cc1cc2nc(C3CCCN(C(=S)Nc4ccccc4)C3)[nH]c2cc1C (stereo not given)	-25	.	5	1.1	0	9	3.0	1
CCc1cccc(NC(=O)Cn2c(=O)oc3cc(S(=O)(=O)N4CCOCC4)ccc32)c1	-13	-6	4	1	3	15	0.6	3
CC(OC(=O)CC1CCCCC1)C(=O)Nc1ccc(F)cc1 (stereo not given)	-3	1	-9	1.3	4	7	0.3	-14
COc1ccc(NC(=O)CN(C)CC(=O)NCCc2ccc(F)cc2)cc1	-5	4	8	1.1	3	2	0.4	1
CCN(CC)Cc1c(O)ccc2c(=O)c(Oc3ccccc3OC)c(C)oc12	-9	0	-421	1	-4	-3	0.5	6
C=CCNC(=O)C1CC(=O)N(c2ccc(OCC(=O)Nc3ccc(Cl)c(C(F)(F)F)c3)cc2)C1 (stereo not given)	-13	3	-1	0.91	-1	-8	1.1	1
CC(C)c1ccc(/C=c2\sc3nc(-c4ccncc4)nn3c2=O)cc1	-5	1	-4	1.1	-1	-22	-1.7	-22
Cc1ccccc1Cn1ccc(NC(=O)c2cc3nc(-c4ccco4)cc(C(F)(F)F)n3n2)n1	3	-2	-493	0.95	-20	-7	-1.6	5
COc1cc(C(C)=O)ccc1OCC(=O)Nc1cc(Cl)ccc1-n1cncn1	-2	0	-6	1	-5	10	-1.5	3
Cc1ccc(S(=O)(=O)N(C)CC(=O)N(CC(C)C)C2CCS(=O)(=O)C2)cc1 (stereo not given)	-10	-1	14	1.1	-1	4	-0.9	-14

Reformatted in markdown: part of the list above.
| compound | ATG4B inh | GRIN3A LBD mod | SENP8 inh | hIAP activ | SENP1 FRET inh | PfG6PD inh | MPTP block | SENP6 inh |
| --- | --- | --- | --- | --- | --- | --- | --- | --- |
| Cc1ccc(N(C)S(=O)(=O)c2nnc(NC(=O)c3ccco3)s2)cc1 | 5 | -4 | -132 | 1.1 | -2 | -37 | 0.5 | 5 |
| Cc1cc2nc(C3CCCN(C(=S)Nc4ccccc4)C3)[nH]c2cc1C (stereo not given) | -25 | . | 5 | 1.1 | 0 | 9 | 3.0 | 1 |
